CHO parental Ca = counter-screen: ATP calcium response change in parental CHO cells; parental CHO-K1, ATP-induced calcium, Fluo-8 fluorescence; inhibition, % at 5.6 µM; 330,000 tested, 0.63% active; AID 463079;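 active means inhibition above that plate's mean sample inhibition plus 3 SD, cut at about 26% in these data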;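 further: 0% = ATP-challenged DMSO wells and 100% = DMSO wells without ATP; some compounds past the cut are filed as inactive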
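test system = CHO parental line | reagent = ATP stimulus | measured by = intracellular calcium via Fluo-8 no-wash fluorescent dye | control set = ATP and no-ATP DMSO wells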
OXTR potentiate = human OXTR potentiation; 320,000 tested, 0.061% active; P30559; activation, % at 3 µM; AID 2445; CHO-OTR cells, Fluo-8 calcium fluorescence, potentiator mode; 0% = oxytocin EC15, 100% = EC100;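 active means activation above that plate's cutoff, the mean activation of tested compounds plus 3 SD, cut at about 6.6% in these data, passing the limit was not always enough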;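 further: 100% uses oxytocin at 75 nM as the full agonist control; some results filed as inactive read as strong as hits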
Target sequence (P30559 whole entry, looked up): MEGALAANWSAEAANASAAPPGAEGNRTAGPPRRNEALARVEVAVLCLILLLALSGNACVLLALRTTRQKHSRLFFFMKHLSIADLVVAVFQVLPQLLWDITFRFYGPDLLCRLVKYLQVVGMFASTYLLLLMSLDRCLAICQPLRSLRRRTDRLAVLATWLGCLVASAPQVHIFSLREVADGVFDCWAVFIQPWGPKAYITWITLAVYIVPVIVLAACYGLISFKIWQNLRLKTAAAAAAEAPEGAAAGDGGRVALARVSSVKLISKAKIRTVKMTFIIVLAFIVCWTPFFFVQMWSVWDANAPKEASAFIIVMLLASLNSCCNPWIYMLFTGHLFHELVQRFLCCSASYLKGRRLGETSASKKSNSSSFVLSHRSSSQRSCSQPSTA
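Dosing: Single dose, 3.0 µM nominal final compound concentration | Material: Human OTR in CHO cells | Technique: Kinetic Fluo-8 calcium fluorescence | Benchmarks: EC15 oxytocin alone as 0%, 75 nM oxytocin as 100% | Probe or stimulus: Oxytocin at about EC15, sub-maximal agonist stimulus | Incubation: Compound 6 min at room temperature before oxytocin, 100 s read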
CHRM1 antagonist = antagonists of human M1 muscarinic receptor; P11229; CHO-K1 hM1, Fluo-8 calcium fluorescence, ACh EC80 antagonist; inhibition, % at 3 µM; 360,000 tested, 1.3% active;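 active means percent inhibition above its own plate's cutoff, namely the mean of that plate's compound wells plus 3 SD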;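 further: peak over basal fluorescence ratio during 140 s after agonist addition; 0% = ACh EC80 plus DMSO and 100% = DMSO alone without agonist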
Target sequence (P11229 whole entry, looked up): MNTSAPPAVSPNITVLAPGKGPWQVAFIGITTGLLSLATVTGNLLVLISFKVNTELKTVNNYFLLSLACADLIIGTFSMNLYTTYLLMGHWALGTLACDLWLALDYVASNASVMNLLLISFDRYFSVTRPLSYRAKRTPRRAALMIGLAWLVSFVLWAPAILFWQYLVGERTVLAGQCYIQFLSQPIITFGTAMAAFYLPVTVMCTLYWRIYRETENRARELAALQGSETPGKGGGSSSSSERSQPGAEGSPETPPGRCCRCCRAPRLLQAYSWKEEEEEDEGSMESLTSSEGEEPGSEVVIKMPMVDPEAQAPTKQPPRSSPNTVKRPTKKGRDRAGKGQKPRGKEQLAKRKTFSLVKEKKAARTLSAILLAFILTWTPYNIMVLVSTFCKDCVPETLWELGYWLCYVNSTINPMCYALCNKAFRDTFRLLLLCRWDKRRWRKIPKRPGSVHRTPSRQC
M4 ag = agonists of human muscarinic M4 receptor (CHRM4); P08173; CHO-K1 hM4/Gqi5, Fluo-8 calcium fluorescence; vehicle 0%, full acetylcholine response 100%; activation, % at 3 µM; 360,000 tested, 0.14% active;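 active means activation above the run mean over all test wells plus 3 SD, cut at about 32% in these data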;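 further: peak over basal fluorescence ratio per well then scaled between controls; 0% = DMSO wells and 100% = acetylcholine at EC100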
CHO-K1 Ca antag = M1 antagonist counterscreen hit in parental CHO-K1 cells | 360,000 tested, 0.6% active | ATP-induced calcium, Fluo-8 fluorescence | inhibition, % at 3 µM;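 active means inhibition above a per-plate cutoff, the plate's mean sample inhibition plus 3 SD, cut at about 24% in these data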;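 further: 0% = DMSO plus EC80 ATP and 100% = DMSO alone without ATP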
M1 PAM = positive allosteric modulators of human M1 muscarinic receptor. CHO-K1 hM1, Fluo-8 calcium fluorescence, ACh EC20; 0% = ACh EC20, 100% = maximal ACh. activation, % at 3 µM. 360,000 tested, 0.088% active; in the data active means activation above about 19%, passing the limit was not always enough
CHRM1 agonist = agonists of human M1 muscarinic receptor. CHO-K1 hM1, Fluo-8 calcium fluorescence, agonist mode; 0% DMSO, 100% acetylcholine EC100. activation, % at 3 µM. 360,000 tested, 0.33% active. AID 588814;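 active means activation above the run's mean compound activation plus 3 SD, cut at about 16% in these data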;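 further: peak over basal fluorescence ratio within a 140 s kinetic read after compound addition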
M1 ag parental = M1 agonist counterscreen hit in parental CHO-K1 cells; activation, % at 3 µM; 360,000 tested, 0.48% active; Fluo-8 calcium fluorescence; scaled to maximal ATP response, vehicle zero; AID 602248; in the data active means activation above about 15%;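 further: untransfected CHO-K1 host cells lacking M1 receptor as counterscreen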
CHRM4 antagonist = blocks acetylcholine activation of human M4 receptor; P08173; CHO-hM4 cells, ACh EC80, Fluo-8 calcium fluorescence; inhibition, % at 3 µM; 360,000 tested, 0.73% active; AID 624125;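 active means inhibition above its plate's cutoff, the mean inhibition of sample wells plus 3 SD, cut at about 27% in these data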;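 further: 0% = acetylcholine EC80 with DMSO and 100% = DMSO without agonist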
* = called active by the depositor; nt = not tested or not shown. No enrichment for hits (roughly 2.9% active in at least one column).

SMILES	CHO parental Ca	OXTR potentiate	CHRM1 antagonist	M4 ag	CHO-K1 Ca antag	M1 PAM	CHRM1 agonist	M1 ag parental	CHRM4 antagonist
Cc1ccc(S(=O)(=O)N2CCN(C(=O)c3n[nH]c(=O)c4ccccc34)CC2)c(C)c1	-29.4	-0.9	-9.1	8.8	-18.8	12.4	2.5	3.4	-9.6
COc1ccc(/C=C2/CSC/C(=C/c3ccc(OC)c(OC)c3)C2=O)cc1OC	nt	nt	12.6	14.3	-4.6	-8.4	-0.1	4.6	-5.5
O=C(NCCN1CCN(C(=O)c2cccc(OC(F)F)c2)CC1)c1cccc(OC(F)F)c1	-14.3	3.2	-3.2	2.5	-5.0	-1.6	-5.0	-0.2	1.9
CCOC(=O)C1CCN(C(=O)CCS(=O)(=O)c2ccc3c(c2)n(C)c(=O)c(=O)n3C)CC1	-9.6	7.8	-15.2	0.8	-13.7	4.6	-3.2	0.7	-5.0
CC(O)(c1ccccc1)c1nc(/C=C/c2ccccc2)cs1 (stereo not drawn)	nt	nt	20.9	2.1	-6.7	-9.9	-1.9	1.5	7.5
C=CCS(=O)(=O)c1nc2ccccc2s1	-13.9	-1.3	-8.6	1.1	-12.1	5.1	-2.8	1.1	-1.4
COc1ccc(OC)c(S(=O)(=O)NC(C)CCc2ccccc2)c1 (stereo not drawn)	-13.1	-1.5	-18.6	-0.3	-11.9	9.2	-4.5	1.3	4.3
Nc1nc(N)nc(-c2ccc([N+](=O)[O-])o2)n1	nt	nt	-8.9	0.4	-13.0	7.3	-2.0	1.8	-0.6
Nn1c(SCc2cccc(F)c2)nnc1-c1ccncc1	-2.0	-3.0	-15.0	0.6	-4.9	12.2	-3.6	0.9	-7.1
CC(C)(C)C(=O)Nc1nc2cc3c(cc2s1)OCO3	-6.0	3.1	-14.0	0.1	-13.0	5.4	-3.4	1.7	-3.7
CCOC(=O)C1=NN(c2ccccc2)C(=O)C1	1.8	0.8	-11.2	1.2	1.1	8.0	-2.2	10.2	8.3
CC(C)c1ccccc1NC(=O)Nc1nnc([C@H]2C[C@H](O)[C@@H](CO)O2)s1	nt	nt	-14.0	0.3	-2.2	7.9	-0.9	0.0	-1.2

Brought forward from above: two compounds; new compounds follow.
SMILES	CHO parental Ca	OXTR potentiate	CHRM1 antagonist	M4 ag	CHO-K1 Ca antag	M1 PAM	CHRM1 agonist	M1 ag parental	CHRM4 antagonist
CCOC(=O)C1=NN(c2ccccc2)C(=O)C1	1.8	0.8	-11.2	1.2	1.1	8.0	-2.2	10.2	8.3
CC(C)c1ccccc1NC(=O)Nc1nnc([C@H]2C[C@H](O)[C@@H](CO)O2)s1	nt	nt	-14.0	0.3	-2.2	7.9	-0.9	0.0	-1.2
O=C(CCN1C(=O)c2cccc3cccc(c23)C1=O)NCC1CCCO1 (stereo not drawn)	10.2	-2.5	-1.4	1.5	-2.1	2.5	-0.3	0.3	3.0
O=C1c2ccccc2C(=O)N1C(CO)C(O)c1ccc([N+](=O)[O-])cc1 (stereo not drawn)	-1.4	-7.1	-19.6	2.6	-9.0	12.1	-10.6	0.7	-22.8
CCOC(=O)c1c(NCC2CCCO2)c2ccccc2[nH]c1=O (stereo not drawn)	-20.1	-2.5	-7.3	0.7	-10.8	2.9	-3.7	0.9	7.0
CC(=O)O[C@H]1CC[C@@]2(C)C(CCC3C2CC[C@]2(C)OC(=O)CCC32)C1 (stereo partly drawn)	-8.1	-2.6	-6.9	0.4	-13.2	4.4	0.6	0.3	2.8
O=C(Cc1ccccc1)Nc1ccc(N2CCOCC2)cc1N1CCOCC1	5.9	-9.3	-9.1	1.4	-3.2	3.9	-1.1	0.5	5.8
CNCc1cn2cc(Cl)ccc2n1	-3.2	3.0	23.3	2.1	-7.5	-25.5	-10.8	0.1	10.8
O=C(CN1CCN(S(=O)(=O)c2ccccc2)CC1)Nc1ccc([N+](=O)[O-])cc1	5.9	-12.8	14.2	5.2	0.3	-2.2	-6.8	4.1	1.6
Cc1nc(NCCOc2ccccc2)sc1C(=O)Nc1ccccc1	-14.2	-0.5	-12.5	1.4	4.0	9.2	-4.3	0.4	4.6
O=C(CCc1ccccc1)Nc1ccc(N2CCOCC2)cc1	-5.0	-3.6	3.2	1.8	-14.8	2.4	-5.4	0.5	2.8
COc1cc2c(cc1OC)C(c1cccs1)N(C(=O)c1ccncc1)CC2 (stereo not drawn)	-7.4	-4.4	8.1	1.0	-5.1	-4.0	-10.0	0.6	1.8
CCCOCC(O)CCc1n[nH]c(=S)n1-c1ccccc1 (stereo not drawn)	-6.2	-5.9	0.4	0.3	1.7	13.2	0.1	-0.4	0.6
COc1ccc(NC(=O)CSc2nc(C3CC3)nc3ccccc23)c(OC)c1	-49.1	-3.1	9.4	1.6	-18.8	0.0	-1.0	5.6	6.8
Cc1ccccc1CS(=O)(=O)CCC(=O)N1CCN(c2ccc(N3CCOCC3)nn2)CC1	-4.4	-2.7	8.2	0.2	22.5	-5.7	-5.5	-0.3	11.6
O=C(Nc1nnc(-c2ccc(Br)cc2)o1)c1ccco1	-2.0	3.8	-8.6	-1.2	3.3	5.2	-3.9	0.0	4.7
Cc1ccc(C(=O)N2CCN(c3ccc(NC(=O)c4cccnc4)cc3)CC2)cc1	-4.7	-14.1	-11.0	6.7	-4.5	10.0	-0.3	1.6	-3.3
CCN(CC)S(=O)(=O)c1cccc(-c2nnc(SCc3ncc(-c4ccccc4)o3)n2C)c1	-20.1	-12.7	-10.8	6.4	-9.6	7.0	-1.5	2.8	-6.4
COc1ccccc1CNc1n[nH]c(NCc2ccccc2OC)n1	-20.1	-16.2	15.2	1.4	6.7	-7.7	-2.1	0.0	-12.6
CC(C)=CCN1CCN(Cc2c(C)nn(C)c2Cl)CC1CCO (stereo not drawn)	-4.8	0.3	-5.2	0.2	5.5	-1.1	-11.0	0.1	3.4
CC(C)(C)OC(=O)N1CCN(C(=O)c2nc[nH]c2C(=O)N2CCN(c3ccccc3)CC2)CC1	-5.9	1.4	-6.8	3.8	-8.4	10.2	1.1	0.9	-2.3
Cc1ccc(NC(=O)CS(=O)CC(=O)Nc2ccc(N3CCOCC3)cc2)cc1Cl (stereo not drawn)	-6.8	-4.6	-4.8	0.7	0.6	11.5	-4.0	0.3	0.5
Cc1cc(C)n2nc(-c3ccc(Br)cc3)cc2n1	-5.1	-7.7	-19.3	1.9	0.4	10.1	-3.2	0.9	1.1
CCCCc1nc2n[nH]c(N)c2c2c1CCCC2	-10.4	-7.8	6.1	0.3	6.2	-4.0	-2.1	0.2	-1.6
Cc1c(OC(C)C(=O)NCc2ccncc2)ccc2c3c(c(=O)oc12)CCCC3 (stereo not drawn)	-24.1	-11.7	3.2	8.1	-10.6	-2.9	-2.1	9.1	0.0
O=C(NCc1ccc(F)cc1)OC1CC2CC1[C@H]1CCCCN1C2=O (stereo partly drawn)	nt	nt	nt	0.5	-0.6	nt	nt	0.1	-0.1
O=C(CN1C(=O)C2CCCCC2C1=O)Nc1ccc(S(=O)(=O)Nc2ncccn2)cc1 (stereo not drawn)	4.5	-4.0	5.1	0.5	10.0	-11.0	-2.1	-0.3	2.5
Cc1cc(C)nc(N2CCCC(C(=O)Nc3ccc4c(c3)OCO4)C2)n1 (stereo not drawn)	-8.2	-5.0	-0.6	-1.1	-3.7	-9.6	-6.9	0.8	9.5
O=C(O)C1C2C=CC(O2)C1C(=O)Nc1ccccc1C(F)(F)F (stereo not drawn)	3.1	-7.3	-10.0	0.9	-1.1	8.5	-2.4	0.4	0.3
O=C(C1=C[C@H](c2csc3ccccc23)C[C@H](OCc2ccc(CO)cc2)O1)N1CCN(Cc2ccc3c(c2)OCO3)CC1	-0.2	-11.2	5.8	5.2	-4.0	-0.8	-6.1	-0.2	2.1
COCCn1nnnc1C(CC(C)C)N1CCN(c2cccc(OC)c2)CC1 (stereo not drawn)	nt	nt	-5.4	-0.1	12.8	8.0	-1.6	-0.1	11.3
Cc1cc(C(=O)NCCC2=CCCCC2)no1	-13.3	-6.6	1.5	-0.7	-1.1	-2.4	-5.1	0.1	6.8
NC(=O)CSc1nnc(COc2ccccc2)n1C1CCCCC1	nt	nt	-19.8	3.2	-17.8	14.1	-1.9	2.2	-1.8
Cc1ccc2oc(=O)c3cnn(CC(=O)NCCC(C)C)c3c2c1	-1.0	-2.5	-4.5	0.3	-6.1	0.6	-2.6	0.7	-9.2
CCC(C)NC(=O)Cn1c(=O)n(-c2ccccc2)c(=O)c2ccc(C(=O)NCc3ccco3)cc21 (stereo not drawn)	11.2	1.3	8.2	-0.5	1.3	-1.3	-1.9	0.4	9.1
CCOC(=O)N1CCN(C(=O)Nc2ccc(Cl)cc2Cl)CC1	-16.8	-7.0	-25.7	0.6	-16.6	-0.8	8.9	0.3	-6.5
C=CCn1c(=O)c(C(=O)NCCN(CC)CC)c(O)c2ccccc21	-20.2	0.1	-27.6	0.1	-5.7	-5.5	-9.9	-0.1	-4.7
O=C(COC(=O)c1cc(S(=O)(=O)NCc2ccccc2)ccc1O)c1cc2ccccc2o1	-11.5	-2.0	0.2	0.7	5.1	1.2	-2.2	-0.1	-11.2
COc1ccccc1NC(=O)CCCc1nnc2n(C)c(=O)c3sccc3n12	-9.7	-6.6	-7.7	2.0	-7.5	9.0	-4.8	0.8	-4.6
COc1cccc(CC(=O)Nc2nc(C)cs2)c1	-16.1	-3.8	-8.4	1.7	-17.3	9.0	-4.5	1.6	-0.3
COc1cc(/C=N/NC(=O)c2cccc([N+](=O)[O-])c2)ccc1OCc1ccccc1	-1.2	-6.7	13.2	1.1	11.1	-3.8	-6.7	0.3	-3.8
COC(=O)C1=C(CSCc2ccccc2)NC(=O)NC1c1cc(C)ccc1C (stereo not drawn)	-35.9	1.6	2.2	2.2	-3.1	1.1	-0.9	-0.3	-31.1
Cc1ccc2c(C(=O)CN3CCCCC3CCO)c(C)[nH]c2c1 (stereo not drawn)	-8.2	-4.7	-11.4	0.6	-9.5	4.4	-5.9	0.6	8.3
CCOC(=O)c1ccc(NC(=S)Nc2ccccc2)cc1	5.4	-5.1	-2.0	0.7	-4.2	-0.9	-6.8	2.0	2.4

Full records from above. Values in the order: CHO parental Ca, OXTR potentiate, CHRM1 antagonist, M4 ag, CHO-K1 Ca antag, M1 PAM, CHRM1 agonist, M1 ag parental, CHRM4 antagonist
`COc1cc(/C=N/NC(=O)c2cccc([N+](=O)[O-])c2)ccc1OCc1ccccc1` in the list: -1.2, -6.7, 13.2, 1.1, 11.1, -3.8, -6.7, 0.3, -3.8
`COC(=O)C1=C(CSCc2ccccc2)NC(=O)NC1c1cc(C)ccc1C` (stereo not drawn) in the list: -35.9, 1.6, 2.2, 2.2, -3.1, 1.1, -0.9, -0.3, -31.1
`COc1ccccc1NC(=O)CCCc1nnc2n(C)c(=O)c3sccc3n12` in the list: -9.7, -6.6, -7.7, 2.0, -7.5, 9.0, -4.8, 0.8, -4.6
`CCOC(=O)c1ccc(NC(=S)Nc2ccccc2)cc1` in the list: 5.4, -5.1, -2.0, 0.7, -4.2, -0.9, -6.8, 2.0, 2.4
